JMJD2E inh: blocks human JMJD2E demethylase activity | JMJD2E catalytic domain, FDH-coupled NADH fluorescence (FDH is formaldehyde dehydrogenase) | 230,000 tested, 1.6% active | Potency, µM (highest dose often 57.1 µM), without a hit: at the highest dose activity change, negative = inhibition, most hits filed as inhibitors | B2RXH2 | AID 2147; active = well fitted inhibition curve with a large enough effect, not every such curve was filed as active; inconclusive = small, poorly fitted or top-dose-only effect, or another doubt; inactive = no such curve, though single readings can be large or run the other way;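 note: 0% = wells with enzyme and -100% = buffer wells without enzyme; nearly all actives have a fitted effect of over 50% in size; many of its hits are not listed in these tables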
aGlu spleen mod: inhibits or activates alpha-glucosidase in human spleen homogenate; P10253; human spleen homogenate, 4-MU-alpha-glucoside fluorescence; Potency, µM (series often up to 79.9 µM), inactives show top-dose activity change, negative = inhibition, actives largely listed as inhibitors; 240,000 tested, 0.006% active; AID 2112;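 note: 0% = enzyme with vehicle and -100% = no enzyme basal signal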
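Human spleen homogenate (1 ug) incubated with compounds and 1 mM 4-methylumbelliferyl-alpha-D-glucopyranoside in pH 5.0 citrate/phosphate buffer, 37 C, 40 min. Stopped at pH 10; 4-MU fluorescence (Ex 365/Em 440 nm); AC50 by Hill fit.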
GAA glycogen mod: GAA glycogen-cleavage inhibition or activation; recombinant GAA, glycogen substrate, Amplex Red glucose oxidase fluorescence; Potency, µM (top dose mostly 76.4 µM), for the others: top-dose activity change, negative = inhibition, most hits filed as inhibitors; 300,000 tested, 0.38% active;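 note: 0% = full enzyme reaction and -100% = no-enzyme basal signal; the screen sought inhibitors and activators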
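Natural-substrate format: glycogen cleavage by 4 nM human enzyme, glucose read by Amplex Red coupling (Ex 573, Em 610 nm). Normalized to enzyme and no-enzyme controls.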
GLA spleen mod: inhibits or activates alpha-galactosidase in human spleen homogenate | 240,000 tested, 0.008% active | P06280 | Potency, µM (top dose mostly 80 µM), for inactives: at the top dose activity change, negative = inhibition, actives largely listed as inhibitors | human spleen homogenate, 4MU-alpha-Gal fluorescence, 40 min | AID 2107;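 note: 0% = enzyme with vehicle and -100% = no enzyme basal signal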
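Human spleen homogenate (1 ug) was the enzyme source, with 4-methylumbelliferyl-alpha-D-galactopyranoside (1 mM final) in pH 5.0 citrate buffer with 0.01% Tween-20. Compounds were titrated; after 40 min at 37C, NaOH/glycine stop, 4-MU fluorescence read; AC50 from Hill fits.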
RGS12 GoLoco inh: blocks human Gai1 binding to RGS12 GoLoco peptide, red readout; Gai1:RGS12 GoLoco peptide FP, rhodamine, 10 min; Potency, µM (doses to about 61.6 µM), without a hit: top-dose activity, negative = inhibition, most hits filed as inhibitors; 230,000 tested, 0.44% active; AID 880; active = well fitted inhibition curve with a large enough effect, not every such curve was filed as active; inactive = no such curve, though single readings can be large or run the other way; note: % is set by controls: 0 for no effect and ±100 for the full control effect; nearly all actives have a fitted effect of over 30% in size; many of its hits are not listed in these tables
Target sequence (P63096 whole entry, looked up): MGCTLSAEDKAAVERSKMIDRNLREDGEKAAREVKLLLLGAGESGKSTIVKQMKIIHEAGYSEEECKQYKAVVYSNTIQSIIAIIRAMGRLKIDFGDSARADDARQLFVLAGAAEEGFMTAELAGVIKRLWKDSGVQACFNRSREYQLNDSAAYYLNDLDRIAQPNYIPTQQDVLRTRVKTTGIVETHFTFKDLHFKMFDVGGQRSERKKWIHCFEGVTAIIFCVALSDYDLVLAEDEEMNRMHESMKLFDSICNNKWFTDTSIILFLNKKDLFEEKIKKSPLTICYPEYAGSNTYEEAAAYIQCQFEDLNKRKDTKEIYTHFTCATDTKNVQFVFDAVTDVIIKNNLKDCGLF
ALDH1A1 block: inhibitors of human aldehyde dehydrogenase 1A1; Potency, µM (top dose mostly 75.3 µM), inactives show at the top dose activity, negative = inhibition, actives largely listed as inhibitors; Purified ALDH1A1, NADH fluorescence, propionaldehyde substrate; 220,000 tested, 7.3% active; AID 1030; active = well fitted inhibition curve with a large enough effect, not every such curve was filed as active; inconclusive = small, poorly fitted or top-dose-only effect, or another doubt; inactive = no such curve, though single readings can be large or run the other way;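 note: plate controls were no enzyme wells and a reference inhibitor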
Target sequence (P00352 whole entry, looked up): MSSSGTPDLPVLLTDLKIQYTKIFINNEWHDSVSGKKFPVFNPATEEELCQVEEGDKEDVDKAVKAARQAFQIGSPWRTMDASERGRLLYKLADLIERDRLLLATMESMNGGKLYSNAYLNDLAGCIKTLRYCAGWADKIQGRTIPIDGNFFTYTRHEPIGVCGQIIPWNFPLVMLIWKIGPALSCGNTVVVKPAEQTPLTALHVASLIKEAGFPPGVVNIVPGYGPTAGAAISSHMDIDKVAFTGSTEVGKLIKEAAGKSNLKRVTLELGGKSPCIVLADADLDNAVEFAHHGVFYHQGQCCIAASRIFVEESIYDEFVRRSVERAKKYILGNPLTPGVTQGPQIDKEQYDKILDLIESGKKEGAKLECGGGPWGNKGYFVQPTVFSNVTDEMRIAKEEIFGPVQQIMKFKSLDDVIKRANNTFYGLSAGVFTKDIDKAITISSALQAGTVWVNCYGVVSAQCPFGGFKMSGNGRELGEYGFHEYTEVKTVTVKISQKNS
SMN2 splice enh: increases expression of the SMN2 splice variant | HEK293 SMN2-luciferase splicing reporter, luminescence, 30-36 h | Potency, µM (top dose mostly 46.1 µM), without a hit: top-dose activity change, positive = activation, actives largely listed as activators | 210,000 tested, 2.8% active; note: % of control where 0% means no effect; nearly all actives have a fitted effect of over 55% in size
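qHTS luciferase splicing reporter: luminescence rises when SMN2 exon 7 is included in transfected HEK293 cells. Compound exposure lasted 30-36 h at 37C, with 4.5 mM final sodium butyrate as control, followed by a ONE-Glo read.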
GAA inh: alpha-glucosidase (human) inhibition; P10253; purified human GAA, 4-MU-alpha-glucoside fluorescence; Potency, µM (top dose mostly 76.9 µM), without a hit: top-dose activity change, negative = inhibition, actives largely listed as inhibitors; 200,000 tested, 0.005% active; AID 1466;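 note: plate controls were uninhibited enzyme wells for no effect and no-enzyme background for full effect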
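Endpoint fluorogenic read: 20 min room-temperature reaction of 4 nM human alpha-glucosidase with 400 uM 4-methylumbelliferyl-alpha-D-pyranoside, pH 5.0, quenched with 1M NaOH/1M glycine pH 10. AC50 from Hill modeling.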
Numbers without * were called inactive; ? = inconclusive; / = not tested or not shown; [ ] = dose if it differs, or a comment. Unless noted, calls come from the whole dose curve; as a rule, active = well fitted curve in the direction sought with a large enough effect; inconclusive = small, poorly fitted or top-dose-only effect, or another doubt; inactive = no such curve, though single readings can be large; an effect the other way counts as inactive or inconclusive. Potency is the fitted concentration of half-maximal effect.

SMILES | JMJD2E inh | aGlu spleen mod | GAA glycogen mod | GLA spleen mod | RGS12 GoLoco inh | ALDH1A1 block | SMN2 splice enh | GAA inh
O=C(CNC(=O)c1ccc(F)cc1)N/N=C/c1cc(Br)ccc1OC(=O)/C=C/c1ccco1 | -14.8% | -1.3% | 6.4% | 12.1% | 7.1% | / | / | /
CCn1nnnc1SCC(=O)N1c2ccccc2CCc2ccccc21 | 11.4% | -3.0% | -5.1% | 0.1% | -5.5% | 2µM* | -18.4% | 2.1%
CCOC(=O)C1=C(C)N=C2SC(C)C(=O)N2C1c1ccccc1 (stereo unspecified) | 6.2% | -7.5% | 21.4% | -7.6% | 7.3% | -6.7% | -3.5% | ?
CCOC(=O)Cn1c(CN2CCOCC2)nc2c1c(=O)[nH]c(=O)n2C | -3.0% | -26.9% | 3.1% | 7.7% | -8.8% | 8.5% | 8.3% | -2.0%
CS(=O)(=O)N1CCN(c2ccccc2NC(=O)CSc2nnc(-c3ccco3)o2)CC1 | -4.7% | 0.2% | -4.7% | -6.2% | -2.4% | 12.6µM* | 6.5% | -4.1%
O=C1CC(N2CCN(c3ccccc3Cl)CC2)C(=O)N1c1ccc(F)cc1 (stereo unspecified) | 4.3% | 5.5% | -3.0% | 15.3% | -11.7% | -5.6% | 6.9% | -1.3%
O=C(N=Nc1c(O)[nH]c2ccccc12)c1cccc(S(=O)(=O)Nc2ccccc2Cl)c1 | ? | -4.1% | -5.6% | 10.2% | 4.3% | -12.5% | 0.8% | 4.2%
COc1ccc(C2C=C(c3ccc(C)cc3)Nc3ncnn32)cc1 (stereo unspecified) | ? | 7.3% | -2.7% | ? | 19.0% | ? | -11.1% | ?
Cc1csc(SCC(=O)Nc2cccc(S(=O)(=O)N3CCCC3)c2)n1 | 1.7% | -5.1% | -2.2% | -1.7% | 5.2% | 25.1µM* | 0.8% | -3.7%
COc1ccc(S(=O)(=O)N2CCC(C(=O)Nc3cccc(C(C)=O)c3)CC2)cc1C | -3.0% | -2.6% | -4.6% | 4.9% | 6.7% | -0.4% | 9.3% | -20.7%
COc1ccccc1NCC(=O)N/N=C/c1sccc1C | 4.4% | 5.3% | 24.2% | 13.5% | -1.0% | ? | 3.3% | 5.2%
CC1(C)C(=O)CC[C@@]2(C)C1CC(O)[C@@]1(C)C3=CC(=O)OC(c4ccoc4)[C@]3(C)CCC21 (stereo partly specified) | -6.1% | -8.1% | / | 1.1% | 0.4% | -9.0% | -16.2% | /
CCOc1ccccc1OCCCC(=O)Nc1sccc1C(N)=O | 0.0% | 10.8% | -4.6% | 6.1% | 8.2% | -13.6% | -19.8% | 1.4%
CC(C)CC(=O)Nc1ccc2c(c1)OCO2 | 7.3% | 5.4% | -3.9% | 1.4% | -4.2% | 0.4% | 16.2% | 9.1%
CCCCC(=O)Nc1ccc(C(=O)Nc2ccc(OC)cc2[N+](=O)[O-])cc1 | 5.0% | 6.4% | 16.6% | -0.8% | 19.4% | 7.4% | 20.2% | -5.2%
COc1ccc(C(=O)Nc2ccccc2Cc2ccccc2)c(OC)c1 | -24.4% | -0.8% | -8.7% | 1.2% | 13.9% | ? | -11.6% | -3.1%
COc1cc(/C=N/NC(=O)c2ccccn2)cc2c1OCO2 | -0.3% | -3.0% | -25.7% | 2.6% | 3.5% | -12.9% | 11.2µM* | 3.1%
CCc1ccc2[nH]c(=O)c(C(c3nnnn3Cc3ccccc3)N3CCOCC3)cc2c1 (stereo unspecified) | ? | 1.8% | 3.7% | 0.3% | 2.6% | 2.2% | -7.8% | 8.6%
CCn1ncc2c(OCc3ccc(C#N)cc3)cc(C)nc21 | -4.6% | -5.2% | 2.4% | -7.4% | -6.0% | 10.0% | -12.3% | -3.6%
CC(=O)c1cc(CN2CCN(Cc3ccccc3)C(CCO)C2)cs1 (stereo unspecified) | 9.4% | 2.2% | -7.8% | -0.3% | 6.9% | 8.3% | / | /
O=C(O)C1CCCCC1C(=O)NC1CCCCC1 (stereo unspecified) | -1.0% | -7.0% | -4.3% | -2.7% | 14.2% | 12.2% | 24.9% | 1.1%
COc1ccc(-c2ncc(CN3CCN(CCC(C)C)C(CCO)C3)cn2)cc1 (stereo unspecified) | ? | 6.8% | 13.5% | 1.9% | -11.5% | -4.0% | / | -12.5%
Cn1c(NC(=O)c2ccc(F)c(F)c2)cc(=O)n(C)c1=O | 2.1% | -5.0% | 0.5% | -2.8% | 6.2% | 2.8% | 0.2% | -9.4%
O=C(NCc1ccccc1)c1ccc(Cl)nc1 | -13.0% | 5.5% | -9.1% | -4.0% | 6.4% | -2.5% | / | -8.0%
O=C(CSc1nc2ccccc2[nH]1)N/N=C/C=C\c1ccccc1[N+](=O)[O-] | -0.8% | -4.9% | 0.8% | 0.3% | -1.4% | 5.01µM* | -4.9%[1.84 µM] | -2.4%
CCOC(=O)C1CCN(S(=O)(=O)c2c(C)[nH]c(=O)[nH]c2=O)CC1 | -0.7% | -11.8% | 2.8% | -2.8% | 5.2% | 16.5% | ? | -9.3%
CN1CCN(C(=O)CSc2ccc(C(F)(F)F)cc2[N+](=O)[O-])CC1 | 6.8% | -5.8% | 4.9% | -4.9% | 8.5% | -2.7% | 5.1% | 5.2%
O=C1C2CC=CCC2C(=O)N1c1ccc(NCCc2ccccc2F)c([N+](=O)[O-])c1 (stereo unspecified) | 2.8% | -1.0% | 8.6% | -11.9% | 1.2% | -11.5% | 2.4% | -12.6%
N#Cc1ccc(C(=O)Nc2ccc([N+](=O)[O-])cc2)c(F)c1 | -5.4% | -0.9% | 12.1% | 2.3% | -10.0% | 4.3% | / | -5.1%
CCOC(=O)Cn1nc(-c2ccccc2)ccc1=O | 3.8% | 0.8% | 5.7% | -2.6% | -0.1% | -1.5% | -9.8% | 5.3%
Cc1cccc2cc(CN(CC3CCCO3)S(=O)(=O)c3ccccc3)c3nnnn3c12 (stereo unspecified) | -3.0% | -0.7% | -11.3% | -2.3% | 5.4% | ? | -5.8% | -7.0%
COc1cccc(C2C(C(=O)c3sc(C)nc3C)=C(O)C(=O)N2CCN(C)C)c1OC (stereo unspecified) | -1.3% | -4.0% | -1.7% | -4.8% | / | 11.2% | / | 0.8%
O=C(CCS(=O)(=O)c1ccccc1)NCCS(=O)(=O)c1ccccc1 | 13.7% | 2.1% | 8.8% | -2.0% | 1.3% | -9.4% | 8.3% | -3.9%
O=C(NCCCN1CCc2ccccc2C1)C1CCN(S(=O)(=O)N2CCCC2)CC1 | 0.6% | -2.3% | 3.2% | 4.0% | -3.3% | -8.0% | -4.6% | 3.7%
O=C(Nc1ccsc1C(=O)NC1CCCCC1)c1ccc(F)cc1 | ? | -19.6% | 1.9% | -8.9% | 5.0% | ? | -15.6% | ?
O=C(c1ccc(S(=O)(=O)N2CCCC2)cc1)N1CCC(CN2C(=O)c3cccc4cccc(c34)C2=O)CC1 | ? | 1.0% | -3.1% | 3.5% | 2.4% | / | / | /
CCn1c(=O)cc(SCC(=O)N(C)Cc2ccccc2)c2ccccc21 | -11.4% | 5.0% | -3.8% | 1.9% | 0.3% | ? | -52.7%[inhibitor] | -7.0%
COc1cc(/C=C/C(=O)OCC(=O)NC(=O)NC(C)(C)C)ccc1OCC#N | 1.9% | -7.9% | 5.0% | -12.4% | -1.2% | ? | -5.2% | -4.6%
COC(=O)c1ccc(C(c2c(N)n(CC(C)C)c(=O)[nH]c2=O)N2CCN(c3ccccc3)CC2)cc1 (stereo unspecified) | -5.8% | 3.1% | -3.4% | 7.6% | -6.1% | -11.0% | 23.5% | 1.3%
Cc1c(/N=C(\[O-])Nc2ccc(Br)cc2)sn[n+]1C | ? | 6.4% | 5.2% | 0.9% | 2.5% | ? | / | -3.8%[15.4 µM]

Quoted at random: 2 entries already listed.
SMILES | JMJD2E inh | aGlu spleen mod | GAA glycogen mod | GLA spleen mod | RGS12 GoLoco inh | ALDH1A1 block | SMN2 splice enh | GAA inh
O=C(c1ccc(S(=O)(=O)N2CCCC2)cc1)N1CCC(CN2C(=O)c3cccc4cccc(c34)C2=O)CC1 | ? | 1.0% | -3.1% | 3.5% | 2.4% | / | / | /
Cc1c(/N=C(\[O-])Nc2ccc(Br)cc2)sn[n+]1C | ? | 6.4% | 5.2% | 0.9% | 2.5% | ? | / | -3.8%[15.4 µM]

More records:
SMILES | JMJD2E inh | aGlu spleen mod | GAA glycogen mod | GLA spleen mod | RGS12 GoLoco inh | ALDH1A1 block | SMN2 splice enh | GAA inh
Fc1ccccc1/C=N/Nc1ncnc2ccccc12 | -2.1% | -4.7% | ? | -4.0% | 12.9% | -12.6% | 11.2µM* | -9.9%
COc1ccc(N(CC(=O)Nc2cc([N+](=O)[O-])ccc2C)S(C)(=O)=O)cc1OC | 1.5% | 8.0% | 4.7% | -0.1% | 3.8% | / | / | /
CC(=O)NC(Cc1ccc(C)cc1)C(=O)NC1CCN(c2ncccc2[N+](=O)[O-])CC1 (stereo unspecified) | -6.8% | 1.7% | 12.6% | 1.0% | 1.1% | ? | -12.0% | -2.0%
O=C(NCCc1c[nH]c2ccccc12)C(=O)NCC1OCCN1S(=O)(=O)c1ccc(Cl)cc1 (stereo unspecified) | 1.5% | -0.9% | -16.4% | -2.9% | 9.4% | -13.8% | -62.4%[inhibitor] | -1.1%
Cc1ccccc1C(=O)N1CCC(C(=O)N2CCN(S(=O)(=O)c3ccccc3F)CC2)CC1 | 10.5% | -1.2% | 5.7% | -2.3% | -3.6% | ? | -25.4% | 10.2%
CC(C)(C)SCCNC(=O)c1ccc(Cl)c([N+](=O)[O-])c1 | 4.3% | 7.9% | -3.6% | 0.1% | 12.8% | ? | 28.3% | 7.9%
CCOC(=O)CN1CC23C=CC(O2)C(C(=O)Nc2ccc(F)cc2)C3C1=O (stereo unspecified) | 1.6% | 4.4% | 1.0% | 7.9% | -6.3% | 15.2% | 28.4% | -6.9%
O=C(Cn1nnc2ccccc2c1=O)NCc1ccc(Cl)cc1 | 1.5% | -14.4% | 6.2% | 1.7% | 1.0% | 0.9% | 4.2% | 1.6%

Compound activity (PubChem BioAssay)

Some of the compounds tested; count on the stated rates, not on these rows.
